proKLK7 act = activates the human kallikrein-7 zymogen; purified proKLK7, EDANS-DABCYL substrate fluorescence; 100% is mature enzyme control, 0% vehicle; activation, % at 7 µM; actives 0.9% (n = 370,000); AID 652039;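 active means activation above the mean of all tested compounds plus 3 SD, computed per campaign excluding outliers beyond control limits, cut at about 13% in these data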
HGIII-sPLA2 inh = Inhibits HGIII-sPLA2 liposome hydrolysis, primary screen; AID 743126; QFRET BODIPY PC-A2 liposome hydrolysis, fluorescence; actives 0.56% (n = 370,000); inhibition, % at 12.2 µM; Q9NZ20;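 active means inhibition above mean plus 3 SD of compounds lying within the high and low control bounds, cut at about 19% in these data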;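 further: 0% = median of test compound wells and 100% = no enzyme DMSO wells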
GAA850 FXN act = frataxin GAA850 promoter activation; HEK293 lucGAA850 FXN promoter luciferase reporter, 24 h; percent of 10 µM SAHA response; activation, % at 6 µM; actives 0.56% (n = 360,000); AID 540364;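 active means activation above the average of all compounds screened plus 3 SD, cutoff fixed separately per campaign, cut at about 7.5% in these data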;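 further: 0% = DMSO wells and 100% = 10 µM SAHA wells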
ASAP1 inh = inhibitors of human ASAP1 ArfGAP activity | ASAP1-stimulated ARF1 GTP hydrolysis, GDP FP detection | Q9ULH1 | inhibition, % at 16.5 µM | actives 0.19% (n = 360,000); in the data active means inhibition above about 25%;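 further: 0% = vehicle with enzyme and substrate and 100% = no enzyme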
ARFGAP1 inh = inhibits rat ARF GTPase activating protein 1; Arfgap1-stimulated ARF1 GTP hydrolysis, GDP FP detection; Q62848; actives 0.26% (n = 360,000); inhibition, % at 16.5 µM;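 active means inhibition above a per-plate limit, mean inhibition of low control wells plus 3 SD, cut at about 25% in these data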;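 further: 0% = DMSO wells with enzyme and 100% = wells lacking Arfgap1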
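Assay system: Rat Arfgap1 GAP domain (His6, aa 1-136), purified enzyme | Buffer or medium: HEPES 25 mM pH 7.5, NaCl 150 mM, MgCl2, DTT | Schedule: GTP hydrolysis reaction 2 h at 25 °C | Signal: FP of antibody-bound GDP Alexa 633 tracer, ex 620/em 688 nm | Measure: Percent inhibition of Arfgap1-stimulated GTP hydrolysis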
NPR1 activator = GC-A (human) enzyme activation. P16066. HEK293 GC-A cells, cGMP TR-FRET, EC30 ANP; 0% at EC30 ANP, 100% saturating ANP. actives 0.14% (n = 370,000). activation, % at 10 µM; in the data active means activation above about 40%
Target sequence (P16066 whole entry, looked up): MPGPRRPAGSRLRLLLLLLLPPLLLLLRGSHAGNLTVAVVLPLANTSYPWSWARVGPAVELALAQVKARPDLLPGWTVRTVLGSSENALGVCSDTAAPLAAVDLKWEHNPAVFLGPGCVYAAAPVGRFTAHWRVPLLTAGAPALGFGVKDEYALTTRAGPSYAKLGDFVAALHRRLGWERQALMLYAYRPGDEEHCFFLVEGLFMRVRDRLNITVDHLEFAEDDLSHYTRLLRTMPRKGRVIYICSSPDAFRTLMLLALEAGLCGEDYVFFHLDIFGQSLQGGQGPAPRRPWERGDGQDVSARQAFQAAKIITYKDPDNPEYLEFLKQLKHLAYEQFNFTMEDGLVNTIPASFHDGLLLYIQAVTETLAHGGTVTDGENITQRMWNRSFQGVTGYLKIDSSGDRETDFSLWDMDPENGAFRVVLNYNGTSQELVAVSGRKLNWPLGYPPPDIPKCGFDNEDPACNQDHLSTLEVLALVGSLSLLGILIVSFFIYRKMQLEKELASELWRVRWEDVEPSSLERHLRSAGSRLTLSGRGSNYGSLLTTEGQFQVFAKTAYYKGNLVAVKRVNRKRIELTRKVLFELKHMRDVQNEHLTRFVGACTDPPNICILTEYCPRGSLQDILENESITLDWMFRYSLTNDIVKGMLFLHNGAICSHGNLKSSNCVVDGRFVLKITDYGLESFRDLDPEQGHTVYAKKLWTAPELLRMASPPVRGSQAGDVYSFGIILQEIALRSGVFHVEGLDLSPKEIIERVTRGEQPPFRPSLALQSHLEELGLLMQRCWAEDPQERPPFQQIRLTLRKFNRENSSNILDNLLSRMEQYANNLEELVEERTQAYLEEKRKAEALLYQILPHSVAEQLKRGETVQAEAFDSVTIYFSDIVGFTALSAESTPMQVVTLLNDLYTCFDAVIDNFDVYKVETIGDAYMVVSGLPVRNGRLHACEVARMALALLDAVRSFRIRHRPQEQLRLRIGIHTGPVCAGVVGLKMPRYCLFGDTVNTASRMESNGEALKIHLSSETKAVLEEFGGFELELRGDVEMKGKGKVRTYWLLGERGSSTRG
Tn6 DDE FP = inhibitors of Tn6 peptide binding to human fibrin DD(E). P02675. Fibrin DD(E) TRITC-Tn6 fluorescence polarization displacement. inhibition, % at 8.3 µM. actives 0.21% (n = 370,000);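 active means inhibition above a per-campaign cutoff: mean of compounds within control limits plus 3 SD, cut at about 15% in these data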;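 further: 0% = median of all compound wells on the plate and 100% = blocking peptide control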
ADAM10 inh = ADAM10 inhibition, QFRET primary screen. O14672. recombinant ADAM10, EDANS/DABCYL FRET peptide cleavage, 3 h. inhibition, % at 7 µM. actives 0.62% (n = 370,000);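 active means inhibition above a per-campaign cutoff equal to the mean of compounds falling between control-based bounds plus 3 SD, cut at about 20% in these data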;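 further: 0% = DMSO wells while the 100% control is not disclosed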
rCAG RNA binder = molecules binding r(CAG) RNA repeats. r(CAG) RNA repeat, TO-PRO-1 dye displacement fluorescence. inhibition, % at 3 µM. actives 1.3% (n = 370,000);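 active means inhibition above the plate cutoff, the mean of all test compounds on that plate plus 3 SD, cut at about 35% in these data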;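 further: 0% = DMSO alone and 100% = 100 µM mitoxantrone as full dye displacement; higher means more dye released from RNA so lower well fluorescence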
GC-B act = GC-B (human) receptor activation; activation, % at 10 µM; HEK293-GC-B cells, CNP EC30, cGMP TR-FRET; 0% at EC30 CNP, 100% saturating CNP; actives 0.11% (n = 370,000);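 active means activation at 10 µM reaching about 35% in either raw or pattern-adjusted values, limit read from the data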
The depositor's hits bear a star; i = inactive; . = not tested or not shown.

No. | Compound | proKLK7 act | HGIII-sPLA2 inh | GAA850 FXN act | ASAP1 inh | ARFGAP1 inh | NPR1 activator | Tn6 DDE FP | ADAM10 inh | rCAG RNA binder | GC-B act
1 | Cc1c(C(=O)N/N=C/c2ccccc2)[nH]c2ccc(Cl)cc12 | 0.7 | 8 | -3.4 | -7 | -4 | -3 | -6 | 3 | 15 | -11
2 | COc1ccc(OCC(=O)N2CCCC2=O)c([N+](=O)[O-])c1 | 0.2 | 2 | 1.7 | -15 | -14 | 3 | 9 | 4 | 1 | 2
3 | CCc1cc(CNC(=O)CC2C(=O)NCCN2Cc2cccc(OC)c2)on1 (configuration not stated) | -0.7 | 0 | 0.7 | 15 | -20 | 1 | 7 | -13 | -3 | 7
4 | CC1(C)CC2(CCO1)OC(=O)CC2C(=O)NCc1ccccc1 (configuration not stated) | 0.0 | -1 | 1.5 | 12 | 1 | 1 | -6 | -3 | 0 | 3
5 | Cc1ccc(NC(=O)CCNC(=O)c2ccco2)cc1 | -1.1 | 2 | 3.0 | -8 | -5 | -1 | -12 | 5 | -2 | 3
6 | COc1ccc(/C=C/C(=O)c2c(O)cc(OC)cc2OC)cc1 | 0.3 | -4 | 1.2 | 1 | -2 | -3 | -4 | -7 | 7 | -8
7 | COC(=O)c1ccc(OCC(=O)c2cccc(OC)c2)cc1 | 0.3 | -23 | 7.5 | 2 | -6 | 0 | 5 | 0 | -4 | 2
8 | CC1=CC(C)(C)N(C(=O)CSc2nnc(-c3ccc(C)cc3)o2)c2ccc(C)cc21 | -0.3 | -7 | 1.0 | 22 | -10 | 0 | -9 | 4 | 0 | 8
9 | O=C(c1ccc(Cl)c(S(=O)(=O)N2CCc3ccccc3C2)c1)N1CCN(c2ccccc2)CC1 | 0.7 | 13 | 1.1 | -7 | 1 | -5 | 1 | 5 | 7 | -1
10 | O=C(N1CCCCC1)C1(S(=O)(=O)c2ccccc2)CC=CC1 | 1.1 | 4 | 0.3 | -6 | 0 | 1 | -1 | -5 | -3 | 1
11 | Cc1nn(-c2cc(C(F)(F)F)ccc2Cl)c2nc(C(F)(F)F)[nH]c(=O)c12 | 0.3 | -3 | -0.3 | 8 | 2 | -2 | -2 | 6 | 5 | 3
12 | Clc1ccc(C[n+]2cc(-c3ccc(Cl)cc3)n3c2CCC3)cc1 | 0.0 | 9 | 1.2 | -3 | -2 | -3 | 2 | -1 | 0 | 1
13 | Cc1c(CC(=O)O)c(=O)oc2cc(OCc3nn[nH]n3)ccc12 | 5.1 | -3 | -0.3 | 2 | -7 | -2 | -2 | i | 0 | -4
14 | C/C(=N/NC(=O)CNC(=O)c1cccnc1)c1ccccc1 | -0.2 | -3 | -0.8 | 15 | 6 | 3 | -6 | 1 | -2 | 4
15 | CCCN(CCC)CC(O)Cn1c2ccccc2c2ccccc21 (configuration not stated) | -0.3 | -2 | -3.4 | -6 | 7 | -25 | 2 | -9 | -5 | -13
16 | O=C(Cn1cnc2c(oc3ccccc32)c1=O)c1ccccc1 | 0.1 | -11 | 1.4 | 6 | 7 | -19 | 8 | 0 | -1 | -3
17 | O=C(CSc1nnc(Cc2cccs2)n1CCc1ccccc1)N1CCCc2ccccc21 | 1.0 | -9 | -7.2 | -10 | -7 | -12 | -2 | 2 | -1 | -10
18 | Clc1cccc(Cc2c(C3CCCCC3)nc3ccc(Cl)cn23)c1 | -0.4 | 5 | . | 9 | 5 | -8 | 1 | -10 | 12 | -3
19 | COc1cccc(NC(=O)CSc2nc3ccccc3nc2N2CCOCC2)c1 | -1.2 | -11 | -1.6 | -1 | -1 | -27 | 8 | -7 | 3 | -5
20 | O=C(O)CCCC(=O)N1CCOCCOCCOCCOCC1 | -0.3 | 12 | 0.6 | -12 | 1 | 1 | -5 | 7 | -1 | 3

Some of these compounds in order of length of the SMILES, smallest number first.
No. | Compound | proKLK7 act | HGIII-sPLA2 inh | GAA850 FXN act | ASAP1 inh | ARFGAP1 inh | NPR1 activator | Tn6 DDE FP | ADAM10 inh | rCAG RNA binder | GC-B act
20 | O=C(O)CCCC(=O)N1CCOCCOCCOCCOCC1 | -0.3 | 12 | 0.6 | -12 | 1 | 1 | -5 | 7 | -1 | 3
15 | CCCN(CCC)CC(O)Cn1c2ccccc2c2ccccc21 (configuration not stated) | -0.3 | -2 | -3.4 | -6 | 7 | -25 | 2 | -9 | -5 | -13
4 | CC1(C)CC2(CCO1)OC(=O)CC2C(=O)NCc1ccccc1 (configuration not stated) | 0.0 | -1 | 1.5 | 12 | 1 | 1 | -6 | -3 | 0 | 3

(continued)
No. | Compound | proKLK7 act | HGIII-sPLA2 inh | GAA850 FXN act | ASAP1 inh | ARFGAP1 inh | NPR1 activator | Tn6 DDE FP | ADAM10 inh | rCAG RNA binder | GC-B act
21 | Cc1ccc(S(=O)(=O)N2C[C@H]3C(=O)C[C@@H](c4ccccc4)N(S(=O)(=O)c4ccc(C)cc4)[C@H]3C[C@H]2c2ccccc2F)cc1 | 0.0 | -6 | . | -13 | 1 | -1 | -2 | 2 | 15 | 2
22 | CCOC(=O)c1ccc(NC(=O)CCS(=O)(=O)Cc2ccccc2)cc1 | 0.0 | -8 | 0.7 | 0 | 10 | 0 | -7 | -7 | -2 | 0
23 | Cc1nn(CC(=O)Nc2ccc(Cl)cc2)c(=O)c2cc(-c3ccccc3)nn12 | 0.4 | -2 | 1.8 | 1 | -10 | 0 | -4 | 1 | 0 | 4
24 | COCCn1c(=NC(=O)c2cccs2)sc2cc(NC(C)=O)ccc21 | 1.0 | 0 | 5.0 | -2 | 10 | 11 | -1 | -26 | 2 | -2
25 | O=C(Cn1c(=O)n(-c2ccc(F)cc2)c(=O)c2sccc21)c1ccccc1 | 0.7 | -3 | 1.7 | -1 | -12 | 1 | 7 | -5 | -2 | 1
26 | O=C(Nc1ccccc1N1CCN(C(=O)c2ccc(Cl)cc2)CC1)c1cccc([N+](=O)[O-])c1 | 0.7 | -9 | -1.1 | 1 | -1 | -5 | -3 | 2 | -1 | -3
27 | CCOc1ccc(/C=C/C(=O)Nc2ccc3[nH]c(=O)[nH]c3c2)cc1 | 0.8 | 1 | 2.9 | 4 | 5 | 4 | -5 | 0 | 2 | 1
28 | O=C(NCCc1ccccc1)OCc1cn(-c2ccc(F)cc2)nn1 | -0.7 | 8 | . | . | . | -2 | -1 | -8 | 1 | 1
29 | CCC(C)[C@H]1CNC(=O)C(=O)N1CCCc1cc(OC)c(OC)c(OC)c1 (some centres not stated) | 0.1 | 7 | -0.8 | 6 | -9 | -2 | 3 | 1 | -6 | 2
30 | O=C(C[n+]1ccc2ccccc2c1)c1cccc2ccccc12 | -1.0 | -22 | 1.0 | -9 | -3 | 5 | 0 | -4 | 9 | -1
31 | CCc1ccc(N(C(=O)c2snc(C(N)=O)c2N)C(C(=O)NC2CCCC2)c2ccncc2)cc1 (configuration not stated) | 0.1 | -6 | -1.4 | 1 | 12 | -12 | 5 | -59 | 7 | -4
32 | CCc1ccc(NC(=O)C(NS(=O)(=O)c2ccc3c(c2)CCN3C(C)=O)C(C)C)cc1 (configuration not stated) | 0.1 | 1 | 1.8 | -8 | 16 | 1 | 1 | 6 | -3 | 2
33 | COC(=O)c1ccc(CNC(=O)Cn2cnc3c(OCc4ccccc4)ncnc32)cc1 | -0.1 | 4 | 0.2 | -15 | -4 | 1 | 2 | -12 | 0 | 2
34 | Cc1ccc(NC(=O)Cn2nnc(C(=O)NCc3ccc(Cl)cc3)c2N)cc1F | -0.5 | -10 | 1.1 | 2 | -8 | 3 | 7 | 6 | 2 | 0
35 | CN(C(=O)C1CCN(c2cncnc2)CC1)C1CCCCC1 | 0.8 | 7 | . | . | . | -1 | -3 | -7 | 0 | 2
36 | O=S(=O)(N1CCOCC1)N1CCN(c2ccc(F)cc2)CC1 | 0.0 | -3 | 0.2 | 6 | -1 | -1 | 12 | 1 | -3 | -3
37 | Cc1nnc(SCC(=O)N(C(C)C)C(C)C)nc1C | 0.1 | -5 | -0.2 | 13 | -6 | 4 | -3 | -5 | -2 | 1
38 | O=C(CCCN1C(=O)/C(=C\c2cccs2)SC1=S)Nc1cccnc1 | 0.6 | 2 | -5.2 | 2 | -12 | -8 | -3 | -3 | 2 | -3
39 | COc1ccc(/C(N)=N/OC(=O)Oc2ccccc2)cc1OC | -0.1 | 2 | 0.5 | 0 | 8 | 5 | 1 | 2 | -1 | 5
40 | O=C(CN1C2CCCC1CC(NC(=O)c1ccco1)C2)Nc1ccccc1C(F)(F)F (configuration not stated) | 0.8 | 4 | -2.9 | 2 | -2 | -1 | 4 | 5 | -6 | 7

The last 4 entries of the section before come first, to join the parts.
No. | Compound | proKLK7 act | HGIII-sPLA2 inh | GAA850 FXN act | ASAP1 inh | ARFGAP1 inh | NPR1 activator | Tn6 DDE FP | ADAM10 inh | rCAG RNA binder | GC-B act
37 | Cc1nnc(SCC(=O)N(C(C)C)C(C)C)nc1C | 0.1 | -5 | -0.2 | 13 | -6 | 4 | -3 | -5 | -2 | 1
38 | O=C(CCCN1C(=O)/C(=C\c2cccs2)SC1=S)Nc1cccnc1 | 0.6 | 2 | -5.2 | 2 | -12 | -8 | -3 | -3 | 2 | -3
39 | COc1ccc(/C(N)=N/OC(=O)Oc2ccccc2)cc1OC | -0.1 | 2 | 0.5 | 0 | 8 | 5 | 1 | 2 | -1 | 5
40 | O=C(CN1C2CCCC1CC(NC(=O)c1ccco1)C2)Nc1ccccc1C(F)(F)F (configuration not stated) | 0.8 | 4 | -2.9 | 2 | -2 | -1 | 4 | 5 | -6 | 7
41 | O=C(NCC1CCCCC1)c1cccnc1Cl | 0.5 | 0 | 2.6 | 2 | 2 | 3 | 1 | -2 | 2 | 3
42 | CC1(C)CC(=O)c2cnc(NC(=O)Cc3ccc(Cl)cc3)nc2C1 | 0.5 | -4 | 0.5 | -6 | 20 | 4 | 3 | 3 | -2 | 3
43 | COCCNC(=O)c1ccccc1NC(=O)Cc1ccccc1 | -0.2 | 10 | 3.9 | 15 | 10 | 5 | 0 | 3 | 3 | 2
44 | CC(C)(C)NC(=O)C(c1cccs1)N(CC1CCCO1)C(=O)c1ccc(-c2ccccc2)[nH]1 (configuration not stated) | 0.5 | -10 | 0.1 | 6 | 4 | -6 | 6 | 1 | -4 | -1
45 | CC(C)c1ccc(NC(=O)C2(C)Cc3c(-c4ccc(C(N)=O)cc4)ccnc3O2)cc1 (configuration not stated) | 0.2 | -17 | -1.1 | -17 | -7 | -6 | 7 | 10 | 0 | 0
46 | COc1ccccc1C(=O)C1CCCN(C(=O)c2cccc(-n3cccn3)c2)C1 (configuration not stated) | 0.4 | 4 | 1.6 | -13 | -6 | -4 | 1 | 4 | -8 | 2
47 | CCN1CCN(C(=O)C2CCN(Cc3cc(Cl)ccc3O)CC2)CC1 | 0.4 | 7 | 0.8 | 3 | 1 | . | 0 | -10 | -7 | .
48 | O=C(/C=C/c1ccco1)NCC1CCCO1 (configuration not stated) | 0.4 | -1 | 0.9 | -3 | 5 | 7 | 0 | -15 | 3 | 6
49 | CSc1cnn(-c2ccccc2)c(=O)c1SC | 0.1 | 4 | 0.1 | -1 | 2 | 5 | 1 | 3 | 0 | -3

Compounds were not picked by outcome; 4.5% or so of the library scored in one or more.
